# UBC9 SUMO inh = inhibitors of in vitro SUMOylation cascade, primary screen, biochemical, HTRF, uHTS; AID 2006, 2009; actives 0.36% (n = 290,000); SUMO-conjugating enzyme UBC9 (Homo sapiens), P63279; HTRF SUMOylation assay, SAE1/SAE2 + UBC9; inhibition, % at 35 µM; in the data active = inhibition above about 50%, passing the limit was not always enough; inconclusive = no clear call, values can overlap the other calls; also: strong numbers were not always called active
# Target sequence (P63279 whole entry, looked up): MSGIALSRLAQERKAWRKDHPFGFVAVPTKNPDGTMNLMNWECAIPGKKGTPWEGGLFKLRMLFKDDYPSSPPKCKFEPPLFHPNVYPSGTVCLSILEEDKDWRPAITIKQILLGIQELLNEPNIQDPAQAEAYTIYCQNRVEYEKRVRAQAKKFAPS
# PfM18AAP inh = PfM18AAP inhibitors, malaria aminopeptidase, primary screen, biochemical, QFRET, recombinant enzyme. AID 1822, 2009. M18 aspartyl aminopeptidase (Plasmodium falciparum 3D7). actives 1.2% (n = 290,000). inhibition, % at 7.35 µM. H-Glu-NHMec fluorogenic cleavage;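 active = inhibition above the campaign mean inhibition over all tested compounds plus 3 SD, cut at about 28% in these data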;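 also: 0% = plate median of test compound wells and 100% = 2 mM ZnCl2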
# NALP1 yeast inh = NALP1 inflammasome inhibitors in reconstituted yeast, colorimetric, S. cerevisiae, triplicate retest | actives 0.61% (n = 280,000) | S. cerevisiae NALP1/ASC/caspase-1 growth, X-gal OD620, 72 h | inhibition, % at 10 µM; in the data active = inhibition mostly above about 24%, no sharp cut-off; inactive = mostly below about 32%; also: some compounds called inactive have numbers as strong as hits
# VIM-2 inh = VIM-2 metallo-beta-lactamase inhibitors, primary screen, biochemical, epi-absorbance readout, Pseudomonas aeruginosa enzyme; purified VIM-2, nitrocefin hydrolysis, epi-absorbance fluorescence; inhibition, % at 5.6 µM; actives 0.89% (n = 290,000); AID 1527, 2009;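 active = inhibition above the mean of all tested compounds plus 3 SD, cutoff set per screening run, cut at about 7.5% in these data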;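 also: red hydrolysis product quenches plate fluorescence so inhibitors raise well fluorescence; 0% = enzyme with DMSO and 100% = DMSO without enzyme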
# FID counter = compounds displacing fluorescent DNA intercalator, primary screen, artefact control for HCV NS3 helicase inhibitor project, biochemical, FID fluorescence. DNA fluorescent intercalator displacement. inhibition, % at 7.9 µM. actives 0.17% (n = 290,000); in the data active = inhibition above about 37%;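 also: 0% = vehicle and 100% = reference compound; higher means more ethidium bromide displaced from hairpin DNA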
# HCV NS3 hel inh = inhibitors of HCV NS3 helicase, primary screen, biochemical, Cy5 molecular beacon fluorescence; Hepatitis C virus NS3 helicase; NS3 helicase DNA unwinding; inhibition, % at 10.9 µM; actives 0.56% (n = 290,000);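 active = inhibition above the mean of all tested compounds plus 3 SD, set per campaign, cut at about 35% in these data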;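 also: 0% = DMSO wells and 100% = thioflavine S control wells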
#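 Material: hepatitis C virus NS3 helicase domain fragment enzyme; measured by: Cy5 fluorescence, 0 and 60 min reads; control set: DMSO and thioflavine S; incubation: 60 min unwinding reaction at 25 °C after ATP addition; read-out basis: % inhibition from 60/0 min fluorescence ratio, DMSO 0%, thioflavine S 100%; repeats: singlicate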
# IMP-1 inhibitor = IMP-1 metallo-beta-lactamase inhibitors, primary screen, biochemical, epi-absorbance readout, Pseudomonas aeruginosa enzyme. purified IMP-1, nitrocefin hydrolysis, epi-absorbance fluorescence. inhibition, % at 5.6 µM. actives 0.45% (n = 290,000). AID 1556, 2009;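 active = inhibition above the mean plus 3 SD of all compounds in the same screening run, cut at about 4.5% in these data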;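 also: 0% = IMP-1 with DMSO and 100% = DMSO wells lacking enzyme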
#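 Material – recombinant IMP-1 enzyme, purified · Amount – IMP-1 0.2 nM before substrate addition · Medium – HEPES buffer pH 7.1 with ZnSO4 and Brij 35 · Timing – 25 °C, 15 min preincubation, 25 min reaction · Measured by – plate fluorescence quenching by hydrolysis product, ex 480/em 530 nm · Read-out – percent enzyme inhibition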
# MEKK2wt PB1 HTS = modulators of MEK5 binding to wildtype MEKK2, primary screen, biochemical, multiplex bead flow cytometry, Alexa488-MEK5. Alexa488-MEK5 binding to MEKK2 WT; actives lie on both sides. binding response (% of control), % at 10 µM. actives 1.1% (n = 290,000); in the data active = binding response below about 67% or above about 130%; inconclusive = no clear call, values can overlap the other calls; inactive = in between
# MEKK2 mut-MEK5 = MEK5 binding signal on mutant MEKK2 PB1, primary screen, biochemical, multiplex bead flow cytometry, Alexa488-MEK5; Alexa488-MEK5 binding to MEKK2 mutant; percent response, % at 10 µM; actives 0.35% (n = 290,000); in the data active = percent response above about 24%, passing the limit was not always enough; also: inactives centre near 1; some results filed as inactive read as strong as hits
# Numbers without * were called inactive; ? = inconclusive; . = not tested or not shown.
SMILES,UBC9 SUMO inh,PfM18AAP inh,NALP1 yeast inh,VIM-2 inh,FID counter,HCV NS3 hel inh,IMP-1 inhibitor,MEKK2wt PB1 HTS,MEKK2 mut-MEK5
C/C=C/c1ccc(OCCCCOc2c(OC)cccc2OC)c(OC)c1,0,-5,9,-3.6,-17,-8,-2.7,104,2
Cc1c(Cc2ccccc2)c(=O)oc2cc(OCC(=O)NC(Cc3ccc(Cl)cc3)C(=O)O)ccc12 (stereo not drawn),34,6,16,-1.7,-2,-60,-3.0,103,3
Brc1ccc2c(c1)C(C1=NCCN1)c1ccccc1CS2 (stereo not drawn),13,-4,16,-1.9,5,-9,-1.6,91,-3
COc1ccc(OC)c2sc(NC(=O)c3cccc(N4C(=O)CCC4=O)c3)nc12,39,-4,12,0.2,-28,-4,-1.8,109,9
CN(CC(=O)NC1CCCCCC1)S(=O)(=O)c1ccc(Br)cc1,17,7,15,2.1,-12,13,2.5,95,-6
COc1ccc(C(=O)Nc2nc(-c3cccs3)c(NC(C)=O)s2)cc1,-2,3,-49,-3.7,-1,7,-2.0,115,-1
CCOC(=O)c1cccc(N2C(=O)C3C(C(=O)NC4CC4)C4(C)C=CC3(O4)C2C(=O)NC(C)(C)C)c1 (stereo not drawn),1,-9,3,-2.3,-5,-6,-2.1,103,1
C=CCN(c1ccccc1C(=O)NCC(=O)OCC)S(=O)(=O)c1ccc(C)cc1,-6,-1,1,-3.7,-34,1,-3.8,106,3
COC(=O)c1ccc(COc2ccc(CNCc3ccc(Cl)cc3)cc2)cc1,20,0,24,-1.1,-9,-2,-3.2,104,11
CCOC(=O)c1c(C)[nH]c(C(=O)CSc2nnnn2-c2ccc(C)cc2)c1C,-8,-12,41,-4.8,-1,10,-4.4,96,1
Cc1ccc(NC(=O)N2CCCC2C(=O)NCc2ccccc2Cl)cc1 (stereo not drawn),12,7,0,-2.3,-12,4,-3.9,108,8
CCCC(C)C(=O)Nc1cccc(NC(C)=O)c1 (stereo not drawn),22,4,22,-4.7,1,-4,-1.7,96,0
CCCNC(=S)Nc1cc2oc3ccccc3c2cc1OC,-15,1,8,-1.3,-2,-10,-1.8,110,3
Cc1ccc(C(=O)N2CCC(n3nccc3NC(=O)c3ccccc3C)CC2)cn1,17,0,7,-1.6,-7,2,-1.7,100,3
COc1cccc(C2CNC3(CCCC(C)C3)c3[nH]c4ccccc4c32)c1OC (stereo not drawn),6,1,11,-0.1,24,-52,-0.4,127,13
CCn1c(N2CCC(C)CC2)nc2c1c(=O)n(C)c(=O)n2C,8,5,8,-3.7,-24,-2,-3.0,100,0
COc1cccc(-n2c(COc3ccccc3C)nnc2SCC(=O)O)c1,1,-7,4,-3.1,-34,13,-4.8,111,10
O=C(CCc1ccccc1)NNC(=O)C12CC3CC(CC(C3)C1)C2,-6,-8,18,-4.9,-11,11,-3.2,100,-1
O=C(Nc1nc(-c2ccco2)c(-c2ccco2)s1)C1CC(=O)N(c2ccc3c(c2)OCCO3)C1 (stereo not drawn),83*,15,21,-3.0,-13,40*,-1.6,102,2
CC(C)NC(=S)N/N=C/c1cc(Br)ccc1O,1,24,37,0.7,5,-2,0.1,93,-2
CCNC(=O)C(C)Oc1ccc(Cl)cc1Cl (stereo not drawn),16,2,8,-0.9,-1,-11,-1.4,99,6
C=CCNc1nc(N)c([N+](=O)[O-])c(Nc2ccccc2OC)n1,10,-1,3,3.1,-9,-73,-4.6,102,5
NS(=O)(=O)c1ccc(-c2ccc(/C=C3\SC(=O)NC3=O)o2)cc1,8,10,23,1.9,-1,61*,0.5,102,-4
CC(C)c1ccccc1NC(=O)COc1ccc(C(=O)NCCc2ccccc2)cc1,54,-13,15,-2.8,-28,-9,-2.4,98,0
Nc1cc2c(cc1C(=O)c1cccc(Br)c1)OCCO2,7,-1,-2,-4.0,4,7,-2.7,96,-1
# (more compounds)
SMILES,UBC9 SUMO inh,PfM18AAP inh,NALP1 yeast inh,VIM-2 inh,FID counter,HCV NS3 hel inh,IMP-1 inhibitor,MEKK2wt PB1 HTS,MEKK2 mut-MEK5
COc1ccccc1NC(=O)CCSc1nc(C)cs1,-11,0,.,-0.6,-6,3,-0.2,94,2
Oc1ccc(/C=N/NC(=S)Nc2cccnc2)c(O)c1O,?,62*,.,1.2,-2,30,1.9,94,2
COc1ccc(CN2CCNC(=O)C2CC(=O)NCCC2=CCCCC2)c(F)c1 (stereo not drawn),6,15,5,-0.9,-30,-26,-4.0,114,9
Cc1nc(-c2ccccn2)sc1C(=O)Nc1ccc(F)cc1,-29,-5,11,0.3,-9,-7,-0.7,95,1
COCC(=O)Nc1ccc([N+](=O)[O-])cc1C,12,-1,22,-1.9,1,-3,-1.5,99,-2
CCOC(=O)C1(CCOc2ccccc2)CCN(Cc2nccn2CC)CC1,-3,4,-1,-4.2,7,-11,-2.7,100,-1
C=C(C)c1cccc(C(C)(C)NC(=O)Nc2ccc(C)cn2)c1,-20,-3,38,-1.2,-7,-18,-1.4,97,-7
CC(Cc1cccnc1)NC(=O)CCc1nnc(-c2ccccc2)o1 (stereo not drawn),4,1,2,-1.7,4,1,-2.8,100,-6
Cc1ccc(NCN2C(=O)C3CC=CCC3C2=O)cc1 (stereo not drawn),16,-6,3,-1.9,1,-6,-1.4,111,4
Cc1cc2ncn(/N=C/c3cccnc3)c2cc1C,17,6,13,-2.5,-18,4,-3.8,101,1
Cc1cc(C)c2nc(-c3ccccn3)cc(C(=O)NCc3ccc(S(N)(=O)=O)cc3)c2c1,29,4,10,-2.7,-11,6,-1.3,94,4
O=C(Nc1cccnc1)c1sc2cccc(F)c2c1Cl,-2,4,4,-1.2,-11,1,-2.7,105,5
CCOC(=O)c1cc(-c2ccco2)nc2c1c(C)nn2CCC#N,17,-6,.,-1.6,-8,16,-3.0,109,6
CN1C(=O)/C(=C/C=C2\SCCN2C)OC1=S,17,5,10,-0.6,9,3,0.6,87,-12
O=C(COC(=O)C1CCN(S(=O)(=O)c2cccc3cccnc23)CC1)c1ccccc1,5,-1,24,-1.8,-2,3,-2.2,99,1
CCOc1ccc(N2CC(C(=O)Nc3ccc(S(=O)(=O)N4CCOCC4)cc3)CC2=O)cc1 (stereo not drawn),-4,6,-11,-0.7,-29,-7,2.3,95,-4
CC(C)OC(=O)CCCNc1ccc([N+](=O)[O-])cc1[N+](=O)[O-],6,2,32,-3.9,5,-8,-3.5,101,-1
O=c1[nH]c2ccccc2n2c(=S)[nH]nc12,22,1,-6,1.2,-3,-14,-1.6,88,-9
COc1ccc(NC(=O)C2CCCO2)cc1OC (stereo not drawn),-3,1,9,-2.3,0,-2,-5.4,107,9
CCOC(=O)C1CCN(c2cc3c(cc2NC(=O)c2ccccc2Cl)n(C)c(=O)n3C)CC1,25,7,4,-2.5,-46,-7,-1.3,103,3
CSc1ccccc1OCc1cc(C(=O)NC2CCOC(C)(C)C2)no1 (stereo not drawn),15,2,19,-1.0,-8,7,-1.1,103,6
C1=CC2CC1CC2CN1CCN(c2ccccc2)CC1 (stereo not drawn),28,2,9,1.5,9,0,-0.6,106,8
CCOc1ccc(-c2nc(CSCC(=O)NCC3CCCO3)c(C)o2)cc1 (stereo not drawn),5,-2,2,-2.2,-43,10,-4.7,102,2
O=C(Nc1ccc(Cn2cccn2)cc1)c1ccc(COc2ccc(Br)cc2)cc1,25,-10,17,-4.3,1,4,-2.1,102,4
COc1ccc(NS(=O)(=O)c2ccc(-c3coc(C)n3)cc2)cc1OC,.,-9,14,-2.0,-19,-9,-2.2,91,-3
# Next results follow:
SMILES,UBC9 SUMO inh,PfM18AAP inh,NALP1 yeast inh,VIM-2 inh,FID counter,HCV NS3 hel inh,IMP-1 inhibitor,MEKK2wt PB1 HTS,MEKK2 mut-MEK5
O=C(COc1ccccc1[N+](=O)[O-])NCCC1=CCCCC1,4,2,2,-1.6,-25,-2,-1.2,105,0
CCOc1ccc(C(=O)NCC(=O)OCC(=O)N2CCCCC2)cc1,7,1,-6,-0.4,-4,0,-3.5,97,0
CNC(=S)Nc1cccc(S(=O)(=O)NC2=NCCC2)c1,12,4,14,-1.5,0,13,-1.2,96,0
O=C(c1cccc(C(=O)N2CCN(c3ccccc3)CC2)c1)N1CCN(c2ccccc2)CC1,8,5,1,0.1,-44,-8,-3.3,98,3
CCCCN(C(=O)c1ccccc1OCc1ccc(F)cc1)c1c(N)n(CCC)c(=O)[nH]c1=O,-2,-15,6,0.4,-44,6,-0.3,102,0
COc1ccc(-n2nc(C(=O)NCC(=O)NC(C)C)c3ccccc3c2=O)cc1,11,3,-5,-1.5,-18,-13,-3.4,101,5
Cc1cc(OC(C)C(=O)NCCN2CCOCC2)c2c(C)c(C)c(=O)oc2c1 (stereo not drawn),14,-4,22,2.6,-9,-5,0.3,97,-6
C/C=C/Cn1c(SCc2ccc(Cl)cc2)nc2c1c(=O)[nH]c(=O)n2C,19,-1,6,-0.6,-5,-9,-1.6,103,6
COc1cccc(C2/C(=C(\O)c3ccc4c(c3)OCO4)C(=O)C(=O)N2CCN(C)C)c1OC (stereo not drawn),21,2,24,-2.1,0,0,-6.1,98,-3
Cc1c(NC(=O)c2ccc(N(C)S(=O)(=O)c3ccccc3)cc2)c(=O)n(-c2ccccc2)n1C,4,-3,24,0.2,-20,-15,-1.9,95,-3
O=C(NC1CC1)c1cccc(Oc2ccccc2)c1,6,4,-16,-0.3,-2,-10,-3.0,92,-2
Cc1c(CNCCc2ccccc2)c(C(=O)O)c(C)n1-c1ccccc1,0,7,8,0.8,-18,10,-0.7,106,4
CC(=O)Nc1nc2ccccc2n1Cc1ccccc1,4,4,-15,-3.1,-11,3,-3.3,92,-5

# A few values from the entries so far:
# FID counter with O=C(NC1CC1)c1cccc(Oc2ccccc2)c1 : -2
# VIM-2 inh with C1=CC2CC1CC2CN1CCN(c2ccccc2)CC1 (stereo not drawn) : 1.5
# MEKK2 mut-MEK5 with CCOC(=O)C1CCN(c2cc3c(cc2NC(=O)c2ccccc2Cl)n(C)c(=O)n3C)CC1 : 3
# FID counter with COc1ccc(NC(=O)C2CCCO2)cc1OC (stereo not drawn) : 0
# IMP-1 inhibitor with Cc1ccc(NCN2C(=O)C3CC=CCC3C2=O)cc1 (stereo not drawn) : -1.4

# Laid out differently: results already given.
# Results follow in this order: UBC9 SUMO inh | PfM18AAP inh | NALP1 yeast inh | VIM-2 inh | FID counter | HCV NS3 hel inh | IMP-1 inhibitor | MEKK2wt PB1 HTS | MEKK2 mut-MEK5
CCOc1ccc(C(=O)NCC(=O)OCC(=O)N2CCCCC2)cc1
    7 | 1 | -6 | -0.4 | -4 | 0 | -3.5 | 97 | 0
COc1ccc(-n2nc(C(=O)NCC(=O)NC(C)C)c3ccccc3c2=O)cc1
    11 | 3 | -5 | -1.5 | -18 | -13 | -3.4 | 101 | 5

# Source: PubChem BioAssay
